High-throughput results: PubChem BioAssay, Sanford-Burnham Center for Chemical Genomics
SENP7 block – inhibitors of human SENP7 protease; Q9BQF6; recombinant SENP7, Z-RLRGG-aminoluciferin luminescence, 40 min; inhibition, % at 5 µM; actives 1.5% (n = 330,000); AID 434973;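 active means inhibition above about 50% at the single test dose, limit read from the data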;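 further: plate controls were DMSO with enzyme for no effect and no enzyme buffer wells for full effect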
Apaf-1 inh – human Apaf-1 inhibition | reconstituted apoptosome caspase-3 activity, DEVD-Rh110 fluorescence | inhibition, % at 20 µM | O14727 | actives 0.71% (n = 330,000); active means inhibition of at least 40% at 20 µM;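 further: plate controls were DMSO wells for no effect and DEVD-CHO caspase inhibitor wells for full effect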
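Material: reconstituted apoptosome with Apaf-1, cytochrome c, caspase-9, procaspase-3, dATP / Buffer or medium: pH 7.5 Hepes buffer with CHAPS, BSA, DTT / Also added: cytochrome c with DEVD-Rh110 / Schedule: compound with Apaf-1, dATP, procaspase-3 30 min, then 50 min reaction, room temperature / Technique: rhodamine 110 fluorescence at Ex 480/Em 540 nm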
APOBEC3G inh – APOBEC3G (human) deaminase inhibition; recombinant A3G, ssDNA deamination FAM/TAMRA fluorescence; inhibition, % at 20 µM; actives 0.28% (n = 330,000);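 active means inhibition of at least 40% at 20 µM, with no more than 30% in the related APOBEC3A deaminase screen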;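 further: plate controls were DMSO wells with A3G for no effect and wells lacking A3G enzyme for full effect; some compounds called inactive have numbers as strong as hits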
UBC13 polyUb – blocks human UBC13 polyubiquitin chain formation | P61088 | TR-FRET | inhibition, % at 20 µM | actives 0.47% (n = 330,000) | AID 485273; in the data active means inhibition above about 45%, passing the limit was not always enough
Target sequence (P61088 whole entry, looked up): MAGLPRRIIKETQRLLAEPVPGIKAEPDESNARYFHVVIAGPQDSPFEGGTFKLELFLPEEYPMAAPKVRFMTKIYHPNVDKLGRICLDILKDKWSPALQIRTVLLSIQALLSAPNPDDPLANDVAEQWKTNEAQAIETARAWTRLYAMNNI
SENP8 block-1 – inhibitors of human SENP8 protease | Q96LD8 | purified SENP8, Z-RLRGG-aminoluciferin cleavage, luminescence | inhibition, % at 10 µM | actives 1.2% (n = 330,000) | AID 2540; in the data active means inhibition above about 50%
Target sequence (Q96LD8 whole entry, looked up): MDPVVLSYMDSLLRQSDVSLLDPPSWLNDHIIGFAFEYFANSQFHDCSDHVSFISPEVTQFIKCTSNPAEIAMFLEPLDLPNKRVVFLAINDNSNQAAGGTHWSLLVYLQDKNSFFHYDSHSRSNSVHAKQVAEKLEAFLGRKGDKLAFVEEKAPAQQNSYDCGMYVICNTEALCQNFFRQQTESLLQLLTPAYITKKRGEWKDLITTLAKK
SENP1 inh – blocks the human SENP1 SUMO protease catalytic domain | Q9P0U3 | recombinant SENP1 catalytic domain, CyPet-SUMO1-YPet FRET cleavage | inhibition, % at 10 µM | actives 0.21% (n = 360,000) | AID 624204;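 active means inhibition at least 30% at 10 µM, raw YFP signal under a set limit, fluorescence ratio 0.5 to 1.5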;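 further: 0% = enzyme with DMSO and 100% = no enzyme wells; some results filed as inactive read as strong as hits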
Target sequence (Q9P0U3 419-644 limits assumed): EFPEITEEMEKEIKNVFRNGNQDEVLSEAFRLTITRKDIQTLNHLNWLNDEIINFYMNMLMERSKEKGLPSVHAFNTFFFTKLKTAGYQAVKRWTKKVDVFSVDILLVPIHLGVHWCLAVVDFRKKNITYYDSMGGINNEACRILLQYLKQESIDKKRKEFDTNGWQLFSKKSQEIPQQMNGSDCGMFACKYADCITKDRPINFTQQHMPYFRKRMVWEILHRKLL
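Test system: recombinant human SENP1 catalytic domain, His6-tagged / Medium: pH 8 Tris buffer with EDTA, NaCl, BME, BSA, NP40, catalase / Also added: SUMO1 FRET substrate flanked by Cypet and Ypet, 25 nM / Times: 50 min reaction at room temperature / Signal: FRET, CFP and YFP emission / Control set: no-enzyme low control and enzyme-plus-DMSO high control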
SENP8 block-2 – blocks human SENP8 cleavage of Nedd8 substrate; recombinant SENP8, Nedd8 substrate fluorescence; inhibition, % at 20 µM; actives 0.64% (n = 360,000); AID 602440; in the data active means inhibition mostly above about 40%, no sharp cut-off; inactive means mostly below about 27%
SENP6 block – blocks the human protease SENP6; inhibition, % at 10 µM; Q9GZR1; actives 1.8% (n = 330,000); AID 2599; Recombinant SENP6 catalytic domain, aminoluciferin luminescence;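 active means inhibition above about 50% at the single tested dose, limit read from the data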;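 further: plate controls were DMSO wells with enzyme for no effect and DMSO wells lacking enzyme for full effect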
Target sequence (Q9GZR1 628-1112 limits assumed): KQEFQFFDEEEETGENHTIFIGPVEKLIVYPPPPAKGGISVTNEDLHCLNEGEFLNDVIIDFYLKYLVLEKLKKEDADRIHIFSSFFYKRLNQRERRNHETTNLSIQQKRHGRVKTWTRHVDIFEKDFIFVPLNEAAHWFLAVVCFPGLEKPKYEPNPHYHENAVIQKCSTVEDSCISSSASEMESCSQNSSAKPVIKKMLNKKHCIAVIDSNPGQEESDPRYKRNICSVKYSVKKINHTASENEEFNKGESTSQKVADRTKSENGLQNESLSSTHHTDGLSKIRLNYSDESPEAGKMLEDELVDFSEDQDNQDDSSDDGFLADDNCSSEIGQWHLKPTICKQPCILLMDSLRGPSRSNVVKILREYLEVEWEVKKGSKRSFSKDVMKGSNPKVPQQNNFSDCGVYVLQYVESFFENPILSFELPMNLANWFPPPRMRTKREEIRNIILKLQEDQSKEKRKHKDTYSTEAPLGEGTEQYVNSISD
* = called active by the depositor; i = inactive; . = not tested or not shown; & = joins results of further samples.

nr	Structure	SENP7 block	Apaf-1 inh	APOBEC3G inh	UBC13 polyUb	SENP8 block-1	SENP1 inh	SENP8 block-2	SENP6 block
1	C=CC[n+]1c(-c2ccc(Cl)cc2Cl)csc1Nc1ccc(NC(C)=O)cc1	7	20	-4	1	-3	-2	15	4
2	O=C(Nc1sc2c(c1C(=O)NCCO)CCCC2)c1ccco1	-2	-1	-10	10	-7	-1	-215	-6
3	COc1cc(CN2CCC(C(=O)N3CCCC(C)C3)CC2)cc(Br)c1O (stereo unspecified)	-9	-1	-7	-6	-7	1	18	-9
4	CCc1ccccc1N(C(=O)c1cccs1)C1C=CS(=O)(=O)C1 (stereo unspecified)	2	-16	1	-2	2	0	14	-14
5	CCOc1ccc(NC(=O)c2ccc(N3CC4CC(C3)c3cccc(=O)n3C4)c(N)c2)cc1 (stereo unspecified)	-2	-10	-4	3	-5	2	-9	3
6	CNC(=O)CC1C(=O)N(c2ccc(F)cc2)C(=S)N1NC(=O)c1ccc(Cl)cc1 (stereo unspecified)	-1	-4	-6	-3	10	5	10	-28
7	O=C(Nc1nccs1)C(F)(F)C(F)(F)C(F)(F)C(=O)Nc1nccs1	1	4	-8	-10	-7	-1	16	-11
8	CCN(C(=O)c1cc(Cl)ccc1OC)c1ccccc1	-11	2	-3	-25	-6	2	14	10
9	NC(=O)C1(N2CCCCC2)CCN(S(=O)(=O)c2ccc(Cl)s2)CC1	-24	-6	1	-8	-8	-1	8	-6
10	CCOC(=O)C[N+](C)(C)CCOC1CC2CCC1(C)C2(C)C (stereo unspecified)	5	-1	-1	1	-3	2	7	-8
11	Cc1ccc(NC(=O)C(=O)N2CCCC2)cc1Cl	-11	6	-6	-4	-13	1	12	-20
12	COc1cc2ccccc2cc1C(=O)OCC(=O)N1CCOCC1	-11	8	-6	6	-8	2	i	-16
13	O/N=C1/CCCCC1c1ccccn1 (stereo unspecified)	0	3	2	-4	6	2	19	-15
14	O=S(=O)(NCc1nnc2ccccn12)c1ccc(Cl)cc1	2	1	-5	0	-6	1	9	-20
15	O=C(/C=C/c1ccc(Cl)cc1)N(c1ccccn1)C1CCCCC1	-4	4	-10	6	-2	0	4	4

Three compounds drawn at random from those above:
nr	Structure	SENP7 block	Apaf-1 inh	APOBEC3G inh	UBC13 polyUb	SENP8 block-1	SENP1 inh	SENP8 block-2	SENP6 block
13	O/N=C1/CCCCC1c1ccccn1 (stereo unspecified)	0	3	2	-4	6	2	19	-15
6	CNC(=O)CC1C(=O)N(c2ccc(F)cc2)C(=S)N1NC(=O)c1ccc(Cl)cc1 (stereo unspecified)	-1	-4	-6	-3	10	5	10	-28
3	COc1cc(CN2CCC(C(=O)N3CCCC(C)C3)CC2)cc(Br)c1O (stereo unspecified)	-9	-1	-7	-6	-7	1	18	-9

Next part:
nr	Structure	SENP7 block	Apaf-1 inh	APOBEC3G inh	UBC13 polyUb	SENP8 block-1	SENP1 inh	SENP8 block-2	SENP6 block
16	CNc1nc(-c2ccccc2)cc(-c2ccccc2)n1	-13	14	-3	11	-11	0	-450	-14
17	CC(=O)c1ccc(N2Cc3ccccc3/C2=N\C(=O)Nc2ccc(Cl)cc2)cc1	-11	10	-7	-2	-9	-2	-24	-12
18	CCOC(=O)CC(=O)CSc1nc2c(sc(=S)n2-c2ccc(OCC)cc2)c(=O)[nH]1	1	9	-10	-13	7	-1	7	14
19	COc1cccc(C2=CC(=O)C[C@H](c3ccc(OC)c(OC)c3)C2)c1	-7	14	-11	20	7	2	11	-20
20	COc1ccc(C(=O)NC2CCCc3ccccc32)c(OC)c1OC (stereo unspecified)	-10	10	-8	3	-1	-2	25	1
21	Cc1ccccc1C(=O)N1CCC(C(=O)NC2CCCC2)CC1	14	3	-5	7	1	1	12	-12
22	Cc1cc(OCC(O)CN2CCc3ccccc3C2)cc(C(C)C)c1 (stereo unspecified)	-6	22	-3	9	-5	1	9	-14
23	N#Cc1c2c(nc(N)c1-c1ccccc1)CCCCC2	-1	-2	-10	10	3	-1	-274	24
24	Cc1nc2ccccn2c1C(=O)NN=C1C2CC3CC(C2)CC1C3	12	4	-3	-3	-3	3	9	1
25	CC(=O)c1cccc(NC(=O)c2cccc(N3C(=O)c4ccccc4C3=O)c2)c1	-3	-7	-6	5	-1	1	2	-5
26	Fc1ccc(-c2csc(N3CCSCC3)n2)cc1	-11	10	-5	-1	-11	1	16	-16
27	O=c1nc(N2CCCCC2)nc(Nc2ccccc2)[nH]1	19	-9	-1	-5	-5	0	16	-25
28	COc1ccc(N(C(=O)c2ccncc2)S(=O)(=O)c2cccc([N+](=O)[O-])c2)cc1	1	0	-4	10	-3	0	14	0
29	O=C(CSc1ncnc2ccccc12)NCC(=O)c1ccccc1	0	-15	-6	7	-5	0	5	-18
30	COC(=O)c1c(NC(=O)CSc2nc3ccccc3c(=O)n2-c2ccccc2)sc(C)c1C	-3	-1	-3	1	7	0	10	4
31	COC(=O)c1ccc(NC(=O)CSc2nnc(CNc3ccc(F)cc3)n2C)cc1	1	-13	-3	2	-2	1	17	5
32	O=C(CNC(=O)c1[nH]cnc1C(=O)NC(c1ccccc1)c1ccccc1)OCc1ccccc1	0	29	-8	-16	2	3	21	-11
33	O=C(CN1C(=O)NC2(CCCC2)C1=O)Nc1nc(-c2ccc(F)cc2)cs1	-2	9	-4	-1	-6	4	15	1
34	O=C(Cn1cc(C(=O)C2CC2)c2ccccc21)NCC1CCCO1 (stereo unspecified)	-2	2	3	15	8	2	28	10
35	O=C(CSc1ccc2ccccc2n1)Nc1nsc(-c2ccc(Cl)cc2)n1	-3	-9	-1	7	11	-2	-9	-15
36	COc1ccc(-c2ccc(N(C)C)cc2)cc1[C@H]1[C@H]2C=CC[C@@H](C)[C@@H]2C(=O)N1Cc1ccccc1	5	18	6	-6	-4	-1	i	-4
37	C=CCn1cccc(C(=O)Nc2cc(OC)cc(OC)c2)c1=O	-3	-7	-6	-2	-4	3	-30	-6
38	CCc1ccc(/C=N/NC(=O)c2cc(-c3cccc([N+](=O)[O-])c3)n[nH]2)cc1	0	-9	-6	-6	5	2	4	8
39	Cc1ccc2c(c1)[nH]c1c(=O)n(Cc3ccccn3)cnc12	-7	3	-7	9	-7	-1	-30	-19
40	CCCc1c(C)nc(N2CCN(c3ccccc3OC)CC2)[nH]c1=O	4	-15	15	-8	1	1	6	20
41	COc1ccccc1OCC(=O)O	-11&9	6&11	-4&-2	-7&3	-11&3	-1&-1	20&26	-23&3
42	O=S(=O)(NCC1CCCO1)c1cccc(C(F)(F)F)c1 (stereo unspecified)	-1	0	-2	-1	5	-1	22	-5
43	CN(C(=O)c1ccc2c(c1)OCO2)C1(C(=O)NC2CCCCC2)CCCCC1	19	3	1	-3	1	0	6	-1
44	CCn1c(CSc2nc3ccccc3n2C)nc2ccccc21	9	8	1	11	-4	1	-7	-32
45	COC(=O)c1ccc(CN2CCC(CO)(Cc3ccc(OC)cc3)CC2)cc1	5	-2	-3	-2	2	2	11	0
46	O=C1CC(N2CCN(c3ccc(F)cc3)CC2)C(=O)N1c1ccc2c(c1)OCO2 (stereo unspecified)	-2	3	-3	-14	-11	2	11	-9
47	O=C1CC(c2ccccc2)CC(O)=C1C=NCc1ccco1 (stereo unspecified)	5	-17	-7	7	2	2	14	3
48	Cc1ccc(C(=O)NNC(=O)c2ccc(S(=O)(=O)N3CCOCC3)cc2)cc1	1	-2	1	-4	2	0	3	5
49	COc1cc(OC)c(NC(=O)C(=O)CC(=O)c2ccc(C)cc2C)cc1Cl	4	-17	2	-30	2	3	38	-15
50	CCOc1ccc(-c2csc(NC(=O)c3ccc(S(=O)(=O)N4CCc5ccccc5C4)cc3)n2)cc1	3	-12	-8	-2	-2	1	-7	3
51	COc1ccccc1CNS(=O)(=O)c1ccc2c(c1)CC(C)N2C(=O)C1CC1 (stereo unspecified)	-6	8	-5	4	-5	2	-1	-7
52	Cc1ccc(O)c(C=Nc2ccc3[nH]ncc3c2)c1	17	7	2	-47	-23	1	-213	19
53	COC(=O)c1cc(OCC(=O)Nc2ccc3c(c2)CCC3)cc(C(=O)OC)c1	7	19	0	7	3	1	4	4
54	CCN(CC)CCOC(=O)c1ccc(Cl)cc1	6	-4	-2	0	2	1	25	6
55	CCOC(=O)Cn1c(=N)n(CCOc2ccc(OC)cc2)c2ccccc21	-7	-4	-2	13	-7	0	27	-14
56	Cc1cc(NC(=O)Cn2cc(C(F)(F)F)cc(Cl)c2=O)no1	1	-5	-6	9	5	0	15	-4
57	Cn1c(=O)c(/C(N)=N/OC(=O)c2ccccc2)cn(-c2ccccc2)c1=O	-4	-14	-2	-2	-9	1	0	-9
58	C=CCN1c2ccccc2[C@]23C[C@@H](C(=O)OC)N=C2NC(C(=O)OC)=C(C(=O)OC)[C@H]13	11	4	-8	-2	-14	-3	-2	-12
59	CC(Oc1ccc(Cl)cc1Cl)c1nc(-c2ccc(NC(=O)c3ccccn3)cc2)no1 (stereo unspecified)	27	-8	-6	15	-24	0	16	-5
60	O=C(COc1c(Br)cc(Br)c2cccnc12)Nc1ccccc1F	5	17	-7	-17	3	-3	8	10
61	O=C(Nc1ccc(S(=O)(=O)N2CCCC2)cc1)c1ccc(OCC2CCCO2)cc1 (stereo unspecified)	-4	4	-8	-10	-9	-5	-2	-12
62	Cc1cc(C)n(CCN(C)C(=O)c2cc(COc3c(F)cccc3F)on2)n1	4	-10	0	4	3	2	14	-1
63	COc1cccc(-c2sc3ccc(OC)cc3c2-c2ccc(OCCN3CCOCC3)cc2)c1	12	33	13	32	-5	1	-58	0
64	CC(C)CNC(=S)N(CCN(C)C)Cc1cc2cc3c(cc2[nH]c1=O)OCO3	-2	-8	-8	-6	5	1	-427	-28
65	C/C=C/c1ccc(OCCSc2nc(C)cc(=O)[nH]2)c(OC)c1	8	12	-8	0	9	1	11	12
66	COc1ccc(/C=N/Nc2nc(-c3ccc(C)cc3)c(NC(C)=O)s2)cc1	4	2	1	-11	-9	1	-48	-5
67	CCN(CC)C(=O)[C@H]1C[C@H](CC(=O)NCCCN(C)C)C(=O)N2CCc3c([nH]c4cc(CCC(=O)N(C)C)ccc34)[C@]12C	-1	14	2	.	.	0	-3	.
68	O=C(O)COc1ccc(-c2nccc(-c3ccccn3)n2)cc1	-4	0	-7	7	-15	2	3	-36
69	O=C(N/N=C/c1cccc([N+](=O)[O-])c1)c1ccc(Br)cc1	-6	4	1	-14	0	0	9	-5
70	CC(=O)N1CCN(S(=O)(=O)c2ccc3c(c2)CC(=O)N3)CC1	14	12	11	-9	-2	1	-5	-7
71	CCOc1ccc(N(C)c2ccc(/C=C3/SC(=S)NC3=O)cc2)cc1	4	18	-8	-176	16	-27	24	1
72	O=C(CSc1nc2ccccc2nc1N1CCOCC1)N1CCN(c2ccccc2)CC1	4	19	-4	6	7	0	-72	9
73	COc1ccccc1CCNC(=O)C1(C)CC1(Cl)Cl (stereo unspecified)	-3	-3	-6	-2	1	0	12	-22
74	O=C(c1ccco1)N1CCN(C(=O)c2cccc3c2C(=O)N(Cc2cccnc2)C3)CC1	-9	3	-15	-2	-18	-1	-11	-6
75	CC(=O)NCCc1cc2ccc(C)cc2[nH]c1=O	1	-8	1	-7	-3	0	-24	-2

The list goes on:
nr	Structure	SENP7 block	Apaf-1 inh	APOBEC3G inh	UBC13 polyUb	SENP8 block-1	SENP1 inh	SENP8 block-2	SENP6 block
76	O=C(CCn1cnc2ccccc2c1=O)Nc1nc2c(s1)CCCC2	-4	12	1	-6	-9	1	20	-4
77	COc1ccccc1N(CN1CCCC1=O)C(=O)COc1ccccc1	-3	-2	-5	0	-3	2	7	-13
78	CCNS(=O)(=O)c1cccc(C(=O)c2c(C)cc3ccccn23)c1	3	-9	-4	-9	2	2	28	18
79	C[C@H](NC(=O)c1nc[nH]c1C(=O)N[C@@H](Cc1ccccc1)C(=O)OCc1ccccc1)c1ccccc1	6	19	-5	-19	-1	1	2	0
